Bioassay records (PubChem BioAssay)
PolyA inh – inhibitors of polyadenylation in S. cerevisiae | 0.02% of 300,000 active | calls only at 12 µM | S. cerevisiae SKY197-pL101 polyadenylation reporter, beta-gal luminescence; efflux-impaired pdr1/pdr3 knockout yeast; score 100 = 6 SD above DMSO | AID 1875;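 active = lowest replicate activity score at least 50, where 100 means six control SD above control mean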;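 also: yeast exposed to compound for 9 h at 30 °C; higher score means more reporter readthrough which indicates perturbed polyadenylation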
KCNQ1 act – potentiates or activates the human KCNQ1 potassium channel; P51787; CHO-K1 KCNQ1, thallium flux FluxOR fluorescence; hits give high values; B-score at 10 µM; 0.35% of 310,000 active; AID 2648;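 active = fluorescence ratio B-score, a plate-corrected score, at least three library SD, with initial intensity B-score within 5 SD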
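Medium – assay buffer, equal DMSO in all wells · Material – CHO-K1 cell line with stable KCNQ1 potassium channel expression · Signal – kinetic FluxOR thallium fluorescence, 10-s 1-Hz baseline, 110-s post-stimulus read · Compound – single concentration per compound, DMSO matched to controls · Schedule – 37 °C overnight plating, 90-min dark dye load, 20-min compound pretreatment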
GSK3A inh – human GSK-3 alpha kinase inhibition; inhibition, % at 10 µM; AID 2650; ADP-Glo luminescence, 60 min; 0.1% of 320,000 active;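 in the data active = inhibition above about 50%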;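 also: GST-tagged GSK-3 alpha with peptide substrate and 25 µM ATP; 0% = DMSO neutral wells and 100% = GW8510 positive control wells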
KCNQ1 inh – blocks the human KCNQ1 potassium channel; P51787; CHO-K1 KCNQ1, FluxOR thallium flux fluorescence; hits give high values; B-score at 10 µM; 1.3% of 310,000 active;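 active = compounds whose thallium flux B-score, printed positive for inhibition, exceeds three library SD while starting fluorescence stays within three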;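 also: channel opened by potassium depolarization with thallium stimulus after 20 min compound exposure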
RGS4 inh – human RGS4 inhibition. HEK293 M3R/RGS4 inducible, Fluo-4 calcium flux; hits give high values; triggered by carbachol at its EC20. P49798. 0.45% of 310,000 active. B-score at 10 µM;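 active = B-score, a plate-corrected calcium signal, over three deviations above library mean, with baseline fluorescence within five deviations of library mean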;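 also: RGS4 expression induced by doxycycline in cells with stable M3 receptor; B-score is computed from the integrated fluorescence ratio over baseline after carbachol; higher B-score means a larger calcium signal and so more RGS4 inhibition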
hERG protect – compounds protecting human hERG from proarrhythmic drug block; CHO-hERG, FluxOR thallium flux, dofetilide IC70 present; activation (rescue from dofetilide block), less the hit threshold, % at 10 µM; 0.51% of 310,000 active;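 active = activation above the mean of controls blocked by dofetilide plus 5 SD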;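 also: thallium influx through hERG after potassium depolarization seen as dye fluorescence rise; in these data hits start at about 4.7%; inactives centre near -7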
Target sequence (Q12809 whole entry, looked up): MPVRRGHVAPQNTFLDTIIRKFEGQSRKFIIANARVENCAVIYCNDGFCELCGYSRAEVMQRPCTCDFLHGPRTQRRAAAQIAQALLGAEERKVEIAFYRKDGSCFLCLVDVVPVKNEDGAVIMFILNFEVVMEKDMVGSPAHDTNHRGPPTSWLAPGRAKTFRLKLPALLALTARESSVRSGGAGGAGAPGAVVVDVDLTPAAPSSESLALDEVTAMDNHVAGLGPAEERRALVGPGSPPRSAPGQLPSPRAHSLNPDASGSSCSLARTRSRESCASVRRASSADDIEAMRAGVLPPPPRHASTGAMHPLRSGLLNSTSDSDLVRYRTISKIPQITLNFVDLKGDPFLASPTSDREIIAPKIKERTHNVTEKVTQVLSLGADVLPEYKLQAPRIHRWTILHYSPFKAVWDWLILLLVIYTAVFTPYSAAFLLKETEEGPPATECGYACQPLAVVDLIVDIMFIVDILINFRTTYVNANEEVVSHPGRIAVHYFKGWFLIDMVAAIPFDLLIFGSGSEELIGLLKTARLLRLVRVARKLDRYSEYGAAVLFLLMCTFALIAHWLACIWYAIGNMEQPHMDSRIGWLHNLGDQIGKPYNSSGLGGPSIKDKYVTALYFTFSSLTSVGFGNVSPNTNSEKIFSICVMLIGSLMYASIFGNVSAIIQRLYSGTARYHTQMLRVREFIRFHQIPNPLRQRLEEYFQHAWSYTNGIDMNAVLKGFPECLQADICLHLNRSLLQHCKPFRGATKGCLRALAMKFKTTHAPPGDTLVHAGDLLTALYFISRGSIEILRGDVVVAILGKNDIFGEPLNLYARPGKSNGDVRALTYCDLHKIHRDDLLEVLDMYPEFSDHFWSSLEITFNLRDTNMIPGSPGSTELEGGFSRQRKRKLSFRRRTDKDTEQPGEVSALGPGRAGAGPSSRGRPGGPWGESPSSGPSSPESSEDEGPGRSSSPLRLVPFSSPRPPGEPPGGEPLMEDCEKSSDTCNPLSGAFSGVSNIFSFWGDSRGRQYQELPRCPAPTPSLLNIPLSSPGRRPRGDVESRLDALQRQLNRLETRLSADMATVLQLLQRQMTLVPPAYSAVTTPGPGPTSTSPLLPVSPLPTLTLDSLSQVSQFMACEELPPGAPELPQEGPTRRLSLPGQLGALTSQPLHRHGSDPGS
RGS4 pot – RGS4 potentiation or activation; B-score at 10 µM; AID 463111; HEK293 M3R/inducible RGS4, carbachol calcium flux Fluo4; hits give low values; 0.92% of 310,000 active;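 active = B-score of the integrated calcium signal more than 4 SD below the library mean, with starting fluorescence not abnormally high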;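 also: negative B-score means reduced calcium response which marks RGS4 activation or potentiation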
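test system = HEK293 cells with stable M3R and inducible RGS4 | schedule = recording 10 s baseline at 1 Hz, 100 s post-agonist | technique = Fluo4-AM (2 µM) calcium-flux fluorescence, kinetic read | measure = Agonist-evoked peak-minus-minimum fluorescence over baseline, integrated ratio, B score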
Dyrk1A ADPGlo – inhibitors of rat Dyrk1A kinase; Q63470; ADP-Glo luminescence, NFATc1 peptide; inhibition, % at 12.5 µM; 0.43% of 310,000 active; AID 504441; in the data active = inhibition above about 50%;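 also: plate controls were vehicle with enzyme for no effect and no enzyme for full effect; many of its hits are not listed in these tables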
GSK3beta inhib – inhibitors of human GSK3beta kinase | activity score (negative = inhibition), % at 10 µM | GST-GSK3beta kinase, ADP-Glo luminescence, 60 min; hits give low values | 0.038% of 300,000 active | P49841;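 active = more than half of replicate wells score below -50%, meaning over 50% inhibition versus plate controls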;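 also: 0% = median DMSO wells and -100% = median GW8510 positive control wells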
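Test system: GST-tagged human GSK3beta kinase, cell-free; evaluation: activity score scaled between in-plate DMSO and GW8510 controls; measured by: ADP-Glo luminescence; incubation: 60 min reaction, RT; benchmarks: DMSO and 20 µM GW8510; reagent: peptide substrate plus 25 µM ATP (final); medium: Tris/MgCl2 kinase buffer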
KCNK3 inh – human KCNK3 channel inhibition, primary screen | B-score at 10 µM | O14649 | AID 602410 | 0.84% of 340,000 active | CHO-KCNK3 thallium flux, FluxOR fluorescence; hits give low values;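 active = B-score under library mean minus 4 SD, starting fluorescence ratio at most library mean plus 5 SD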;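 also: more negative B-score means stronger inhibition of thallium flux through KCNK3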
KCNK9 block – blocks the human KCNK9 two-pore domain potassium channel | Q9NPC2 | HEK293 KCNK9, FluxOR thallium flux fluorescence; hits give low values | B-score at 10 µM | 1.2% of 310,000 active;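 active = ratio B-score over 3 SD below the library mean, with starting fluorescence within 5 SD of its mean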;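 also: negative B-score means less thallium flux so channel inhibition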
* hit, by the source's call; i = inactive; · = no result given.

SMILES	PolyA inh	KCNQ1 act	GSK3A inh	KCNQ1 inh	RGS4 inh	hERG protect	RGS4 pot	Dyrk1A ADPGlo	GSK3beta inhib	KCNK3 inh	KCNK9 block
Cc1ccc(-c2c(NC(=O)c3ccco3)oc3ccccc3c2=O)cc1	i	i	·	i	i	-8.4	i	-1.0	2.2	i	i
COc1ccc(Cn2cnc3c(N)c(C)c(C)cc32)cc1	i	i	0.5	i	i	-5.2	i	2.4	3.2	i	i
Cc1ccc(N(CC(=O)NC(C)c2ccccc2)S(=O)(=O)c2cccs2)cc1 (stereo not drawn)	i	i	-3.7	i	i	0.7	i	-0.1	1.5	i	i
O=C(NCCCNC(=O)c1ccccn1)c1ccc(Br)cc1	i	i	0.1	i	i	-8.7	i	-3.5	-2.2	i	i
COc1cc(C)c(C(=O)Oc2cc(C)c(C(=O)O)c(O)c2C)c(O)c1C	i	i	-1.8	i	i	-5.0	i	-12.8	1.2	i	i
CCOC(=O)C1=C(C)OC(N)=C(C(=O)OCC)C1c1cccnc1 (stereo not drawn)	i	i	1.0	i	i	-6.5	i	3.9	7.9	i	i
Cc1cc(Cl)ccc1NNC(=O)CCc1ccccc1	i	i	3.4	i	i	2.2	i	·	-1.6	i	i
Cc1ccc(S(=O)(=O)/N=C(/NNC(=O)c2cccc(Cl)c2)c2ccccc2)cc1	i	i	-5.3	i	i	-8.4	i	-2.4	3.6	i	i
CC(NC(=O)c1ccc(Br)cc1)c1ccc2c(c1)CCCC2 (stereo not drawn)	i	i	·	i	i	7.8*	i	·	1.0	i	i
Cc1cccc2nc(CSCc3ccco3)cn12	i	i	0.6	i	i	-7.0	i	9.7	0.5	i	i
O=C(COc1ccc2c3c(c(=O)oc2c1)CCC3)N1CCCCC1	i	i	-1.9	i	i	-6.7	i	5.1	0.7	i	i
O=S(=O)(NCc1ccc(F)cc1)c1cccc(S(=O)(=O)N2CCOCC2)c1	i	i	0.5	i	i	-6.6	i	-1.5	-0.1	i	i
CCc1ccc(NC(=S)NNC(=O)c2ccccc2OC(F)F)cc1	i	i	-6.0	i	i	2.4	i	·	3.2	·	i
COC(=O)Nc1ccc(S(=O)(=O)N2CCCC(C(=O)NC3CCS(=O)(=O)C3)C2)cc1 (stereo not drawn)	i	i	·	i	i	-5.0	i	-1.7	-5.4	i	i
O=C(NCCCN1CCCC1=O)Nc1ccccc1F	i	i	-1.0	i	i	3.0	i	-4.5	2.2	i	i
CC1=C(/C=C/C(C)=N\NC(=O)c2ccncc2)C(C)(C)CCC1	i	i	0.4	i	i	-0.9	i	-1.2	0.0	i	i
CCOC(=O)C1=C(C)NC(C)=C(C(=O)OCC)C1c1sccc1C	i	i	3.3	i	i	-16.8	i	-0.7	0.8	i	i
COc1ccc(NC(=O)C2CCN(S(=O)(=O)c3cccc4cccnc34)CC2)cc1OC	i	i	0.1	i	i	-0.1	i	-3.9	1.5	i	i
O=C(CN1CCCCC1)N1N=C(c2cccs2)CC1c1cccs1 (stereo not drawn)	i	i	1.2	i	i	-11.2	-7.97*	-4.5	-9.0	i	i
Cc1ccc(OCCNC(=O)c2ccc(COc3ccccc3)o2)cc1	i	i	-0.4	i	i	-10.1	i	5.3	2.6	i	i
O=C(NCCCc1ccccc1)c1ccccc1	i	i	-1.1	i	i	-6.6	i	1.6	2.3	i	i
CC(C)CCOc1ccc(C(=O)NN2C(=O)NC3(CCCCC3)C2=O)cc1	i	i	-3.8	i	i	-15.3	i	-4.5	3.1	i	i
Cc1ccc(CNC(=O)CSCc2ccccc2F)cc1	i	i	-2.4	i	i	1.4	i	-0.8	-1.6	i	i
Clc1ccc(-n2cccc2CN2CCc3c([nH]c4ccccc34)C2c2ccccn2)nc1 (stereo not drawn)	i	i	0.0	i	i	-25.0	i	-3.4	0.4	-10*	-8.54*
CCCOc1cc(CN2CCCCC2)cc(C(C)=O)c1	i	i	0.2	i	i	-10.8	i	-13.8	0.8	i	i
O=C(c1ccc(F)cc1)N1CCN(c2cc(N3CCCCC3)c(F)cc2[N+](=O)[O-])CC1	i	i	-5.0	i	i	-7.6	i	-1.4	4.8	i	i
COc1ccc(OC)c(S(=O)(=O)N2CCC(C(=O)NC3CC3)CC2)c1	i	i	4.6	i	i	-2.4	i	0.8	3.3	i	i
Cc1cccc(NC(=O)CCNC(=O)c2ccco2)c1	i	i	0.9	i	i	-3.2	i	5.1	-2.2	i	i
CC1(c2ccc(OC(F)F)cc2)NC(=O)N(CC(=O)Nc2ccc(N3CCCCC3)cc2)C1=O (stereo not drawn)	i	i	-3.0	i	i	-5.7	i	18.5	2.8	i	i
S=C(Nc1cccc(Cl)c1)Nc1ccccc1Oc1ccccc1	i	i	-2.9	8*	i	-6.5	i	-9.2	0.3	i	i
CC(=O)Nc1nc(C=C(Cl)Cl)cs1	i	i	0.6	i	i	-7.8	i	26.6	-3.2	i	i
COc1ccc(O[C@H]2C=C[C@@H](c3ccccc3)O[C@@H]2COC(=O)CC/C(C)=N/OC[C@@H](O)COCc2ccco2)cc1	i	i	-1.9	i	i	-11.2	-9.69*	·	2.3	·	i
Cc1nn(-c2ncc(C(F)(F)F)cc2Cl)c(=O)n1-c1cccc(F)c1	i	i	-0.5	i	i	-8.8	i	6.6	2.2	i	i
COc1ccccc1NS(=O)(=O)c1cc(C(=O)NCC(C)(C)N2CCOCC2)ccc1C	i	i	-1.5	i	i	-14.1	i	-4.0	-0.8	i	i
CCc1ccc(N(C(=O)c2csnn2)C(C(=O)NC(C)(C)CC)c2cccnc2)cc1 (stereo not drawn)	i	i	-0.8	i	i	-5.0	i	1.0	1.4	i	i
Cc1cc2nc(-c3ccc(=O)[nH]c3)n(C)c2cc1C	i	i	0.2	i	i	-8.7	i	-5.5	-0.2	i	i
COc1ccc(-c2csc(N(CC3CCCO3)C(=O)c3ccco3)n2)cc1 (stereo not drawn)	i	i	0.6	i	i	-10.3	i	3.9	0.6	i	i
Nc1ncnc2c1ncn2[C@@H]1O[C@H](CO)C[C@H]1O	i	i	4.6	i	i	-2.8	i	35.1	-0.2	i	i
O=CN1CCN(C(C(=O)NC2CCCC2)c2cc3c(cc2[N+](=O)[O-])OCO3)CC1 (stereo not drawn)	i	i	-0.8	i	i	-8.2	i	-0.6	1.6	i	i
CCCOC1CCCN(C(=O)c2ccc(OC3CCN(C(=O)CCOC)CC3)cc2)C1 (stereo not drawn)	i	i	4.8	i	i	-9.5	i	0.9	-4.1	i	i
O=C(CN1CCN(C(=O)C2COc3ccccc3O2)CC1)Nc1ccc(F)cc1 (stereo not drawn)	i	i	-1.6	i	i	-8.0	i	·	-0.6	i	i
COc1ccc(C(=O)NCCSc2ccccc2C)cc1	i	i	-1.9	i	i	-6.2	i	·	-3.6	i	i
O=S(=O)(c1ccc(N2CCN(S(=O)(=O)c3ccccc3)CC2)nc1)N1CCCC1	i	i	-0.2	i	i	-10.0	i	·	-0.6	i	i
Cc1cc(C)n(-c2nnc(N3CCN(c4ccccc4)CC3)nn2)n1	i	i	-1.2	i	i	-10.0	i	2.5	-1.9	i	i
COC(=O)N1C(=O)[C@](c2ccccc2)(C2CCCCC2)N1C(=O)OC	i	i	0.5	i	i	-7.0	i	0.7	2.5	i	i
S=C1N[C@H]2CCCC[C@@H]2N1	i	i	-0.2	i	i	-11.2	i	·	2.1	i	i
COc1cc(OC)c(OC)cc1/C=N/N(C)c1ccccc1	i	i	-4.2	i	i	-6.2	i	7.4	2.1	i	i
CN(CC(=O)NCCc1ccc(Cl)cc1)S(=O)(=O)c1cccs1	i	i	1.8	i	i	-12.9	i	3.5	·	i	i
CCCCn1c(N)c(N(CCOC)C(=O)c2cc(C)oc2C)c(=O)[nH]c1=O	i	i	0.0	i	i	-8.9	i	-4.5	0.7	i	i
CN1CCN(Cc2cc(=O)oc3ccc(Cl)cc23)CC1	i	i	2.3	i	i	-5.8	i	11.6	2.5	i	i
CNC(=S)N(Cc1ccc(OC)cc1)Cc1cc2cc(C)ccc2[nH]c1=O	i	i	-1.7	i	i	-3.4	i	-5.6	-2.7	i	i
Cc1ccc2c(CC(=O)NCc3cccs3)coc2c1	i	i	-0.9	i	i	-8.0	i	-1.2	-0.2	i	i
COc1ccc(NC(=O)CC2C(=O)N(C)C(=S)N2CCc2ccccc2F)cc1 (stereo not drawn)	i	i	-2.4	i	i	-7.7	i	2.3	0.3	i	i
Cc1cc(C)c2c(=O)[nH]c(SCc3ccc([N+](=O)[O-])cc3)nc2n1	i	i	-1.4	i	i	-8.2	i	-5.8	-0.4	i	i
C=CCNc1nc2ccccc2nc1NS(=O)(=O)c1ccc(OC)cc1	i	i	-4.5	i	i	-6.9	i	0.9	-2.5	i	i
CCOc1ccc(Nc2nc(Cl)nc(NCCO)n2)cc1	i	i	-0.5	i	i	-3.3	i	-4.9	0.5	i	i
O=C(Nc1ccccc1)c1cc([N+](=O)[O-])ccc1NC1CCCCC1	i	i	-2.9	i	i	-6.1	i	8.7	0.8	i	i
COc1ccccc1CN1CCNC(=O)C1CC(=O)NC1CCCCCC1 (stereo not drawn)	i	i	-0.7	i	i	-11.9	i	-0.8	0.4	i	i
O=C(NCc1ccccn1)c1cc(-c2ccncc2)nc2ccccc12	i	i	-2.3	i	i	-17.1	i	11.9	0.3	i	i
CC(C)C(=O)Nc1cccc(C(=O)Nc2nccs2)c1	i	i	0.0	i	i	-0.2	i	·	-4.3	i	i
COC(=O)CSc1nc(C)c2ccc(OC)cc2n1	i	i	-3.3	i	i	-3.1	i	4.1	1.9	i	i

An excerpt, so the mix of outcomes need not match the whole.
